Pf gametocyte – inhibitors of late stage P. falciparum gametocyte viability; 150,000 compounds, 0.065% hits; P. falciparum stage V gametocytes, ATP luminescence, 24 h; inhibition, % at 10.9 µM; AID 743093;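 active = inhibition above the mean plus 3 SD of compounds within the control limits, set per campaign, cut at about 38% in these data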;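 also: 0% = DMSO wells and 100% = medium only without gametocytes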
Rab7 wt modul – modulators of GTP binding to dog Rab7 wildtype GTPase. GST-Rab7 beads, fluorescent GTP binding, flow cytometry; actives lie on both sides; untreated = 100%, excess cold GTP = 0%. GTP binding activity (percent of control), % at 10 µM. 190,000 compounds, 0.055% hits;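 active = fluorescent GTP binding to Rab7 beads changed by at least 20 points from the 100% baseline, either direction, mostly lower; inconclusive = compound itself probably fluorescent, or too few beads counted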;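 also: median green fluorescence of bound Bodipy-FL-GTP per Rab7 bead population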
Rac1 act GTP bind – human Rac1 activated mutant GTP binding change; P63000; GST-Rac1 activated beads, fluorescent GTP binding, flow cytometry; actives lie on both sides; 100% means binding = to untreated wells; percent activity (GTP binding), % at 10 µM; 190,000 compounds, 0.11% hits; AID 764;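 active = GTP binding at least 20 percentage points away from the 100% baseline, in either direction, so actives lie on both sides; inconclusive = Compound likely fluorescent itself, or too few beads counted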
HRas wt GTP – modulators of GTP binding to human HRas wildtype | AID 759 | GTP binding activity, % at 10 µM | 190,000 compounds, 0.14% hits | GST-Ras wt beads, Bodipy-FL-GTP binding, flow cytometry; actives lie on both sides;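 active = GTP binding activity at least 20% away from the 100% baseline, either lowered as inhibitor or raised as activator; inconclusive = flagged as likely green fluorescent, judged across all proteins in the well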;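 also: 0% = unlabeled GTP competition control and 100% = no-compound control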
Target sequence (P01112 whole entry, looked up): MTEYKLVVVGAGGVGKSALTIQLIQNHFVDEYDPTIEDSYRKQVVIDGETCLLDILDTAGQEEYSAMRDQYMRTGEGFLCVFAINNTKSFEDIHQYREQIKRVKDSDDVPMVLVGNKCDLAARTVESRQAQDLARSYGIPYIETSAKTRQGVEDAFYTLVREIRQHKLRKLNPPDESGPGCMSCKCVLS
Mcl1-Noxa inh – disrupts binding of human Mcl-1 to Noxa peptide. AID 1022. 220,000 compounds, 1.5% hits. inhibition, % at 21.7 µM. TR-FRET Mcl-1/Noxa peptide binding, 2 h;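 active = compounds that cut the protein-peptide binding signal by more than 50% relative to plate controls in a single-dose test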;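 also: His-tagged Mcl-1 with rhodamine Noxa BH3 peptide and terbium anti-His antibody; 0% = Mcl-1 plus Noxa peptide wells and 100% = peptide-only wells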
Target sequence (Q07820 whole entry, looked up): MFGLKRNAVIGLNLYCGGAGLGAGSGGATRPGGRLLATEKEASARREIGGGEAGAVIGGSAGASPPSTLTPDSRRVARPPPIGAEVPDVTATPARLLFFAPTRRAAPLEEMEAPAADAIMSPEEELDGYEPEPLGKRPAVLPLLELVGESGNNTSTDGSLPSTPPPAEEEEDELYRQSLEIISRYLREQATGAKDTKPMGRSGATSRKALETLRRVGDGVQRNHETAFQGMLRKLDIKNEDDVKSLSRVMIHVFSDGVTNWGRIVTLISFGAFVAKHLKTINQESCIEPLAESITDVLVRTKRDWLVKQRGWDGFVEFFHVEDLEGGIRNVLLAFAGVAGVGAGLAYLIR
Mcl1 Bid PPI – disrupts binding of human Mcl-1 to Bid peptide; TR-FRET Mcl-1/Bid-Dy647 peptide binding, 1536-well; inhibition, % at 21.7 µM; 220,000 compounds, 0.97% hits;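 active = compounds that cut the binding signal by more than half at the single screening dose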;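 also: His-tagged Mcl-1 with europium anti-His antibody binding Bid BH3 peptide; 0% = Mcl-1 plus peptide wells and 100% = peptide-only wells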
Cdc42 wt – changes GTP binding to wildtype human Cdc42. P60953. GST-Cdc42 beads, Bodipy-GTP binding, flow cytometry; actives lie on both sides. percent activity (GTP binding), % at 10 µM. 190,000 compounds, 0.2% hits. AID 761;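 active = percent activity GTP binding at least 20 points away from the 100% baseline, either down as inhibitor or up as activator; inconclusive = compound flagged as likely green fluorescent from well-wide comparison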;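 also: median bead fluorescence of bound Bodipy-FL-GTP at 100 nM; 0% = excess unlabeled GTP control and 100% = no compound control; below 100% means less GTP binding so inhibitor and above means activator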
Target sequence (P60953 whole entry, looked up): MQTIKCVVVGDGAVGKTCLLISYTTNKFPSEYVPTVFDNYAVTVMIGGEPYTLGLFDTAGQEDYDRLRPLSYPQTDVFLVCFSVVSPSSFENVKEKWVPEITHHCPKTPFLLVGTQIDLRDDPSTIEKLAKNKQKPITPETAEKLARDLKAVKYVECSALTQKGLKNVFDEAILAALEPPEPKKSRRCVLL
RGS8-Gao reg – human RGS8-Galphao interaction regulation; 220,000 compounds, 0.34% hits; P09471; multiplexed bead flow cytometry, RGS8-Galphao binding; actives lie on both sides; response (percent of control binding), % at 10 µM; in the data active = response below about 60% or above about 140%; inactive = in between;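 also: Galphao activated as the GDP aluminium fluoride complex binding bead-coupled RGS8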
Mcl-1 Bim block – disrupts Bim peptide binding to human Mcl-1 | Q07820 | Bead-based flow cytometry, Bim peptide-Mcl-1 binding | inhibition, % at 10 µM | 190,000 compounds, 0.1% hits | AID 1009; in the data active = inhibition above about 40%;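 also: 0% = no compound tracer wells and 100% = peptide blocker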
Rac1 wt modul – alters GTP binding to wildtype human Rac1 | P63000 | GST-Rac1 beads, fluorescent GTP binding, flow cytometry; actives lie on both sides; 0 = cold GTP competed, 100 = untreated | GTP binding activity (% of control), % at 10 µM | 190,000 compounds, 0.27% hits | AID 757;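 active = GTP binding activity at least 20 points away from the 100% control level, either lower or higher; inconclusive = compound flagged as likely green fluorescent, judged across all proteins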
Rab2A wt mod – changes GTP binding to wildtype dog Rab2A, up or down | GTP binding activity, % at 10 µM | 190,000 compounds, 0.19% hits | GST-Rab2 wt beads, Bodipy-GTP binding, flow cytometry | P61105;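 active = GTP binding activity at least 20 points away from 100%, either lowered or raised; inconclusive = signal likely due to the compound's own green fluorescence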;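 also: 0% = beads with excess unlabeled GTP and 100% = no-compound control corrected for plate trend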
Active calls of the source: *; u = inconclusive; x = not tested or not shown.

SMILES	Pf gametocyte	Rab7 wt modul	Rac1 act GTP bind	HRas wt GTP	Mcl1-Noxa inh	Mcl1 Bid PPI	Cdc42 wt	RGS8-Gao reg	Mcl-1 Bim block	Rac1 wt modul	Rab2A wt mod
C=C(c1ccc(OC)cc1)c1ccc(OC)cc1	x	103	98	100	8	-37	101	105	4	97	101
O=C(NC1CCCc2ccccc21)c1ccc(=O)[nH]c1 (stereo not given)	-15	102	101	102	5	5	103	102	-1	104	99
O=S(=O)(NCc1cccnc1)c1ccc(Cl)c(Cl)c1Cl	1	99	101	103	-2	3	105	103	-1	109	103
CSc1nc(-c2ccccc2)nc(NC(=O)c2ccccc2)c1C(C)=O	-32	101	96	98	3	-8	97	100	0	100	97
COc1ccc(-c2nc(-c3cccs3)c(-c3cccs3)[nH]2)cc1OC	x	95	92	87	20	-7	90	102	8	92	88
O=C(c1ccccc1)N1CCN(C(=S)NCc2ccc3c(c2)OCO3)CC1	19	102	98	100	2	-66	94	102	-33	101	98
CC(=O)Nc1ccc(S(=O)(=O)N2CCN(C(=O)Cc3ccccc3)CC2)cc1	-3	97	98	97	-26	-9	101	98	2	104	99
CC1=C(C(=O)N(C)Cc2ccccc2)C2(CCC(C)CC2)OC1=O (stereo not given)	x	100	100	102	8	-7	101	100	-2	104	100
Cc1ccc(-n2ncc3c2ncn2c(C)nnc32)cc1C	x	97	95	95	-3	-1	90	104	2	89	97
Cc1ccc(N2Cc3ccccc3C2=S)cc1	5	106	96	100	1	-16	102	107	-1	101	104
O=C(CNC(=O)c1ccc2c(c1)OCCO2)N/N=C/c1ccc(O)cc1O	-1	100	100	98	-21	-70	104	94	-5	102	99
O=C(Nc1ccc2c(c1)OCO2)OCc1ccccc1	x	98	97	101	-9	2	99	100	0	96	100
Cc1ccc(N(CN2CCCC2=O)C(=O)c2ccccc2)cc1	-20	95	94	96	-6	-5	102	103	0	95	93
CC1CCCC(NC(=O)CCCn2c(=O)[nH]c3cc(Cl)ccc3c2=O)C1C (stereo not given)	x	105	98	101	13	-2	101	110	1	104	103
Cc1cc2ncn(S(=O)(=O)c3ccc(S(=O)(=O)N4CCOCC4)cc3)c2cc1C	-21	102	100	103	-15	-19	102	103	0	108	104
C#CCSc1nnc(-c2cc3c(C(F)(F)F)nn(C)c3s2)n1C	x	99	97	103	-5	-5	99	101	3	101	99
NC(=O)c1ccc(NCCCN2CCOCC2)c([N+](=O)[O-])c1	-12	98	99	96	5	-39	97	102	10	101	97
COCCCn1c(CCC(=O)O)ccc1-c1cccs1	-4	101	99	99	15	-35	102	98	3	101	99
CCOc1cc(C(=O)NCc2ccncc2)cc(OCC)c1OCC	-1	99	100	102	-6	-11	106	101	2	114	100
C=C(C)COc1ccc(-c2[nH]ncc2Oc2ccccc2OCC)c(O)c1	x	99	95	97	-16	-14	96	96	3	97	97
CCNC(=S)N/N=C/c1ccc(F)cc1	x	104	93	96	6	-26	93	101	-2	96	99
CSc1ccc(C(=S)N2CCN(Cc3ccccc3)CC2)cc1	8	103	100	103	21	-13	103	95	4	103	102
O=C(c1ccccc1CCc1ccccc1)N1CCN(c2ccccn2)CC1	x	100	99	103	8	13	104	101	-2	103	99
Cc1ccc2[nH]c3c(=O)n4c(nc3c2c1)SCC4	15	100	93	92	10	-17	89	103	0	91	92
CC(C[N+](C)(C)C)OC(N)=O (stereo not given)	x	95	99	100	-20	-4	102	99	-5	105	100
COc1ccccc1C(=O)Nn1c(C2CCC2)nc2ccccc2c1=O	7	104	99	103	-2	-17	102	102	0	107	102
COCc1nnc(NS(=O)(=O)c2ccccc2)s1	-5	95	93	98	33	23	99	105	-4	96	96
CNC(=O)CSc1nc2c([nH]c3ccccc32)c(=O)n1CCOC	x	u	u	u	-7	-36	u	100	-1	u	u
O=C(Nc1cccc(-c2cnc3ccccc3n2)c1)c1ccco1	x	88	91	92	2	3	91	99	2	91	91
O=C(O)c1ccccc1S	x	99	96	98	10	-4	98	99	-4	96	101
CCOC(=O)N1CCC(NC(=O)CCC(=O)N2CC(C)Oc3ccccc32)CC1 (stereo not given)	x	100	101	102	-4	-27	105	101	0	110	99
O=C(CCCCCn1c(=O)[nH]c2ccccc2c1=O)N1CCN(Cc2ccc3c(c2)OCO3)CC1	x	99	97	98	-10	-16	103	101	-5	104	102
Nc1cccc(C(=O)OCC(=O)NC2CCCc3ccccc32)c1 (stereo not given)	-2	99	95	98	-10	-26	97	100	0	101	99
COc1ccc(C(=O)/C=C/Nc2ccc(C)cn2)cc1OC	x	100	98	101	13	-17	101	104	1	101	100
CCCCCCNC(=O)CC(c1ccccc1)c1cc(Br)ccc1O (stereo not given)	-17	97	99	101	2	-15	99	82	-6	104	100
CCOC(=O)c1oc2c(c1C)C(=O)CCC2	x	100	103	103	12	-23	105	101	0	107	103
C/C(=N\N1C(=O)CSC1=S)c1ccc(Br)cc1	16	99	95	98	4	-6	99	100	-2	95	99
COC(=O)c1ccc2c(c1)C(C)(C)C(/C=C/c1ccc(OC)c(OC)c1OC)=[N+]2C	x	103	102	105	47	25	105	86	-6	103	107
COC(=O)CNC(=O)/C=C/c1cc(Br)ccc1OC	x	93	94	95	-13	-17	95	79	-1	94	94
COC(=O)c1c(C)[nH]c(C)c1-c1cccc([N+](=O)[O-])c1	x	105	96	96	1	-61	96	98	-1	97	103
N/C(=N\OC(=O)c1cccs1)c1ccccc1	7	92	98	98	14	-12	99	102	20	102	100
COC(=O)c1sccc1NC(=O)c1ccc(OC)c(OC)c1	x	98	99	97	5	1	98	110	-1	103	99
O=C(CN(Cc1ccccc1)C(=O)c1ccc2c(c1)OCCO2)NCc1ccc2c(c1)OCO2	10	100	97	99	-2	6	100	100	0	100	98
CCc1ccc(OCc2nnc(SCC(=O)N3CCN(c4ccccc4)CC3)o2)cc1	x	102	99	101	13	-6	99	100	2	103	99
O=C(NC1(C(F)(F)F)NC(=O)N(c2ccc(F)cc2)C1=O)c1ccncc1 (stereo not given)	8	105	100	103	-4	-10	99	113	0	103	101
O=C(O)CCn1cc(/C=C/C(=O)c2ccc(Cl)cc2)c(-c2ccc(Br)cc2)n1	0	96	93	94	27	44	95	102	0	96	93
COc1ccc(NC(=O)C(NCC(C)C)c2ccccc2)cc1Cl (stereo not given)	3	106	98	100	10	40	98	100	2	101	101
CCOC(=O)N1CCN(CCC(=O)Nc2ccc(C)cc2)CC1	x	99	103	104	11	-1	108	100	0	109	104
CCC1Oc2ccccc2N(CC(=O)NCCCN2CCC(C)CC2)C1=O (stereo not given)	-15	97	96	98	2	-29	99	101	-1	94	97
COc1ccc(C(C)NC(=O)c2ccccc2)cc1 (stereo not given)	x	95	95	96	24	-10	98	100	1	97	97
O=C(CSc1nnc(CCc2nc3ccccc3[nH]2)n1-c1ccccc1)NCc1ccco1	x	98	99	98	2	-9	99	98	3	104	98
CC(=O)Cc1nsc(NC(=O)c2ccc(-c3ccc(Cl)cc3Cl)o2)n1	-14	100	102	102	19	11	106	101	-1	103	101
O=C(O)C1CC=CCC1C(=O)c1ccccc1 (stereo not given)	-24	102	96	99	-3	-26	100	95	1	100	101
FC(F)Oc1cccc2cccnc12	x	99	101	102	1	-3	103	96	-6	106	100
CCN(CC(=O)NC1CCS(=O)(=O)C1)Cc1nc2c(Br)cc(Br)cc2c(=O)[nH]1 (stereo not given)	17	90	94	96	-23	-32	97	102	-3	99	95
Cc1ccc(NC(=O)CCSc2ccccc2)c(C)c1	x	92	95	96	17	-10	95	101	3	95	94
CCOC(=O)C1(CC2CCCCO2)CCN(Cc2nc(-c3cccs3)oc2C)CC1 (stereo not given)	x	99	98	96	9	-55	98	105	-3	100	97
COc1ccc(CSc2nc3ccccc3c(=O)[nH]2)cc1F	8	96	95	97	26	-4	98	102	0	98	94
COc1ccc(OCCSc2nnnn2C2CCCCC2)cc1	-4	96	95	97	-2	-10	98	102	-3	95	96
CCOC(=O)Cc1csc(NC(=O)CSc2nnc(-c3ccc(F)cc3)o2)n1	5	99	102	103	-5	-32	100	72	0	115	102
The list continues.
SMILES	Pf gametocyte	Rab7 wt modul	Rac1 act GTP bind	HRas wt GTP	Mcl1-Noxa inh	Mcl1 Bid PPI	Cdc42 wt	RGS8-Gao reg	Mcl-1 Bim block	Rac1 wt modul	Rab2A wt mod
Cc1cc(C)n2c(SCC(=O)N(CC(C)C)c3c(N)n(CC(C)C)c(=O)[nH]c3=O)nnc2n1	-7	104	97	101	22	-25	96	103	0	100	98
CC(C)CCNC(=O)NC(=O)CSc1nnc(-c2ccccc2F)n1N	x	102	99	101	7	-10	101	103	4	102	102
CCOC(=O)Cc1cnc(NC(=O)CSc2nc(N)cc(=O)[nH]2)s1	x	93	92	94	6	-45	91	100	-1	92	93
CCOC(=O)C1=C(O)/C(=C\c2cccc(OC)c2)N=C1C	x	101	100	104	-11	-45	107	102	-1	104	101
NC(=O)CC12CC3CC(C1)CC(CC(N)=O)(C3)C2	x	95	98	98	1	-22	98	102	3	98	96
COc1ccc(-n2nc(C(=O)O)nc2-c2ccccc2)cc1	-12	102	101	104	8	-1	104	102	1	103	104
Cc1cc(C)cc(C(=O)O/N=C(\N)c2ccc(Br)cc2)c1	3	93	92	94	4	5	93	104	-5	95	93
S=C1SCN(Cc2ccccn2)CN1Cc1ccco1	x	103	97	101	-4	-41	101	100	-1	100	102
CCOC(=O)Cn1c(C)cc(=O)c2ccccc21	x	93	98	99	7	7	99	102	0	97	96
CC(C)CC(c1nnnn1Cc1ccc(F)cc1)N1CCC(C(N)=O)CC1 (stereo not given)	x	90	94	93	8	-9	97	105	0	94	95
CCN(Cc1cc(=O)n2ccsc2n1)Cc1nc2ccccc2c(=O)[nH]1	x	104	94	94	-20	-31	92	99	0	92	96
O=C(Cn1c(=O)n(CC2CCCO2)c(=O)c2ccccc21)N1CCN(c2ccccc2)CC1 (stereo not given)	27	100	98	102	11	-25	103	103	0	101	100
S=c1[nH]nc(-c2cccs2)n1/N=C/c1cccs1	-43	92	88	91	33	-34	95	99	-1	93	91
O=[N+]([O-])c1cccc(CSc2nc3ccccc3[nH]2)c1	14	101	98	97	-1	4	103	99	-3	99	96
COc1ccc(-c2nc3scc(-c4ccccc4)n3n2)cc1	x	99	100	100	32	21	101	100	-4	103	101
O=C(COc1ccccc1Cl)NC(=O)NC1CCCC1	x	101	103	103	11	-37	104	99	-4	107	101

High-throughput results: PubChem BioAssay, several laboratories
